BRCA1 expr act: qHTS Assay to Identify Small Molecule Activators of BRCA1 Expression. MCF7-BRCA1-FFLuc reporter, luminescence, 48 h; response scale: scaled: vehicle 0%, 10 µM genistein 100%. Potency, µM (highest dose often 46.1 µM), without a hit: top-dose activation, hits mostly activators. hit rate 1.1% among 380,000. AID 624202, 2012; active = well fitted activation curve with a large enough effect; inconclusive = small, poorly fitted or top-dose-only effect; inactive = no such curve, though single readings can be large or run the other way; note: potency is the fitted concentration of half-maximal effect; nearly all actives have a fitted effect of over 80% in size; some results filed as inactive show a strong effect at the top dose
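Cells: MCF7-BRCA1-FFLuc, 2000/well. Exposure: 48 h, 37 °C, 5% CO2. Read: luminescence, 15 min post-substrate. Controls: genistein 10 microM (maximal activation), DMSO (neutral).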
Giardia killer: Small Molecules that selectively kill Giardia lamblia: qHTS. Giardia lamblia trophozoite viability. activity change, % at 7.66 µM, hits read low. hit rate 0.15% among 340,000. AID 540267, 2011; in the data active = activity change below about -80%; inconclusive = between about -30% and that limit;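 note: parasites exposed to compound for two days anaerobically before the ATP read; % is set by controls: 0 for no effect and ±100 for the full control effect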
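Anaerobic 48 hrs incubation at 37 deg C of 100 trophozoites/well with test compounds; ATPLite 1-Step luminescence, 15-30 min RT, reports cellular ATP as viability.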
* = called active by the depositor; ? = inconclusive; & = joins results of further samples; [ ] = dose if it differs, or a comment. Some of the compounds tested; the hit share may differ from the screen's.

Cc1sc(NC(=S)NC(=O)c2ccccc2)c(C#N)c1C
  BRCA1 expr act: 0.8%; Giardia killer: -5.6

COc1ccc(S(=O)(=O)N2CCN(c3ncccn3)CC2)cc1
  BRCA1 expr act: -1.1%; Giardia killer: 18.2

O=[N+]([O-])c1ccc(N=NNc2ccc([N+](=O)[O-])cc2)cc1
  BRCA1 expr act: ?; Giardia killer: -17.4

O=C1CCCc2c1oc1c2CCCC1
  BRCA1 expr act: -15.3%; Giardia killer: -7.2

O=C(CC1Sc2ccccc2NC1=O)NNc1cc(Cl)ccc1Cl (centres undefined)
  BRCA1 expr act: -34.4%; Giardia killer: -22.3

O=C(O)C1C(c2ccccc2)c2ccccc2C(O)C1CO (centres undefined)
  BRCA1 expr act: 14.8%; Giardia killer: -8.4

Nc1nccc(NCCSCc2ccccc2)n1
  BRCA1 expr act: 6.0%; Giardia killer: -20.8

O=C1CCCc2cc3c(ccc4ccccc43)cc21
  BRCA1 expr act: 47.4%; Giardia killer: -6.2

Cc1ccc(C(=O)Nc2ccc(Nc3ccccc3)cc2)cc1C
  BRCA1 expr act: 43.0%; Giardia killer: 3.3

N#Cc1c(N)nc(SC2CCCCC2=O)c(C#N)c1-c1ccco1 (centres undefined)
  BRCA1 expr act: -9.4%; Giardia killer: -17.8

Oc1ccc(Br)cc1C1C=C(c2ccc3c(c2)OCO3)NC(c2cccc(F)c2)N1 (centres undefined)
  BRCA1 expr act: 0.0%; Giardia killer: -18.3

Cc1cc2oc3ccc(NCCCN4CCOCC4)cc3c(=O)c2cc1C
  BRCA1 expr act: 18.1%; Giardia killer: -11.5

CCC(c1nnc(SCC(=O)N(C)c2ccccc2)n1Cc1ccccc1)N(C)C (centres undefined)
  BRCA1 expr act: 11.5%; Giardia killer: 4.8

Cc1ccc(Cn2c(C(C)Nc3nc(-c4ccc(F)cc4)cs3)nc3cc(C(=O)NCCCO)ccc32)cc1 (centres undefined)
  BRCA1 expr act: -17.7%; Giardia killer: -0.6

CC1CC(C)CN(c2oc(-c3ccc(OCc4ccccc4Cl)cc3)nc2C#N)C1 (centres undefined)
  BRCA1 expr act: 16.9%; Giardia killer: 19.7

Cc1cc(C)c2c(=O)[nH][nH]c2n1
  BRCA1 expr act: -28.7%; Giardia killer: -6.9

CC1CC2OC2CC1COC(=O)C1CC2OC2CC1C (centres undefined)
  BRCA1 expr act: -26.0%; Giardia killer: 4.7

COC(=O)C1=C(CCc2ccccc2)NC(=O)NC1c1ccc(C#N)cc1 (centres undefined)
  BRCA1 expr act: -13.9%; Giardia killer: -1.9

O=C(Cc1ccc(Br)cc1)NCCc1ccccc1
  BRCA1 expr act: 21.8%; Giardia killer: -25.9

CCCCN(C(=O)c1cc(S(=O)(=O)N2CCCCC2)ccc1Cl)c1c(N)n(CC(C)C)c(=O)[nH]c1=O
  BRCA1 expr act: -33.6%; Giardia killer: -2.2

O=C(Cc1ccc(Cl)cc1)N1CCc2ccccc2C1
  BRCA1 expr act: 10µM*; Giardia killer: -2.8

O=C(O)CC(CN1C(=O)c2ccccc2C1=O)c1ccccc1 (centres undefined)
  BRCA1 expr act: 1.3%; Giardia killer: 40.7[activator]

OCC1OC(n2ccc3c(SCc4ccccc4)ncnc32)C(O)C1O (centres undefined)
  BRCA1 expr act: ?; Giardia killer: -1.0

c1ccc(COc2ncnc3c2ncn3CCCNCCN2CCOCC2)cc1
  BRCA1 expr act: -0.3%; Giardia killer: 2.6

COc1ccccc1NC(=O)COc1ccc(C(F)(F)F)cc1[N+](=O)[O-]
  BRCA1 expr act: 33.3%; Giardia killer: 3.8

O=C1CCCc2ccc3ccccc3c21
  BRCA1 expr act: 3.6%; Giardia killer: -10.4

O=C(Nc1ccc(Nc2ccccc2)cc1)c1ccc(Cl)cc1[N+](=O)[O-]
  BRCA1 expr act: -28.6%; Giardia killer: -10.2

COC(=O)c1sc2ccc(C)cc2c1C(=O)OC
  BRCA1 expr act: -9.1%; Giardia killer: -9.5

CC(C)c1ccc(C2C3=C(CC(c4ccco4)CC3=O)Nc3nc(C(F)(F)F)nn32)cc1 (centres undefined)
  BRCA1 expr act: -15.1%; Giardia killer: 1.5

CCCCCCCCS(=O)c1sc2nc3c(cc2c1N)CCCC3 (centres undefined)
  BRCA1 expr act: -29.2%; Giardia killer: 7.0

Nc1ccc(S(=O)(=O)NCC2CCCCO2)cc1 (centres undefined)
  BRCA1 expr act: 2.1%; Giardia killer: 10.4

O=C(Nc1nnc(-c2ccc(Cl)s2)o1)C1CCCCC1
  BRCA1 expr act: 39.3%; Giardia killer: -8.3

O=c1[nH]cc(CN2CCOCC2)c(=O)[nH]1
  BRCA1 expr act: 0.1%; Giardia killer: -13.5

NC1=C(Cl)C(=O)c2ccccc2C1=O
  BRCA1 expr act: -93.5%; Giardia killer: -25.5

S=C(NCCCc1cnc[nH]1)NCCCN(Cc1ccc(Cl)cc1)c1ncc(Br)cn1
  BRCA1 expr act: 0.3%; Giardia killer: 9.4

Cc1cc(O)c(C(C)C)cc1N=Cc1ccc(N(C)C)cc1
  BRCA1 expr act: -16.1%; Giardia killer: 4.5

Oc1ccc(Cl)cc1C1C=C(c2ccc3c(c2)OCO3)NC(c2ccc(Cl)cc2)N1 (centres undefined)
  BRCA1 expr act: -5.1%; Giardia killer: -20.4

O=C(CCc1nc(-c2ccc(Cl)cc2)no1)OCc1ccc(Br)cc1
  BRCA1 expr act: -11.7%; Giardia killer: -1.1

COc1cc(NS(=O)(=O)c2ccc(N/C=C\C(=O)c3ccc(C)cc3)cc2)nc(OC)n1
  BRCA1 expr act: 40.8%; Giardia killer: 4.3

COc1cc2c3c(n(C)c(=O)c2cc1OC)-c1cc2c(cc1C3=O)OCO2
  BRCA1 expr act: -60.0%; Giardia killer: -15.9

N#Cc1nc(N2CCCC2)nc(N(c2ccccc2)c2ccccc2)n1
  BRCA1 expr act: 1.9%; Giardia killer: -2.1

CCCCCCC1(C)NC(c2ccc3c(c2)OCO3)=CC(c2cc(Br)ccc2O)N1 (centres undefined)
  BRCA1 expr act: 1.9%; Giardia killer: 3.9

COc1ccc(CN2C(=O)[C@@H]3Cc4c([nH]c5ccccc45)C(C)(C)N3C2=O)cc1
  BRCA1 expr act: -47.2%; Giardia killer: 5.9

O=C(Nc1ccc(Cl)cn1)c1ccc(-c2ccc(Cl)c(Cl)c2)o1
  BRCA1 expr act: -74.5%; Giardia killer: -15.6

COc1ccccc1/C=N/NC(=O)c1nnn(-c2nonc2N)c1-c1ccccc1
  BRCA1 expr act: -27.5%; Giardia killer: -10.1

COc1cccc2c1C(=N)c1c(O)c3c(c(O)c1C2=O)CC(O)(C(C)=O)CC3OC1CC(N)C(O)C(C)O1 (centres undefined)
  BRCA1 expr act: -91.7%; Giardia killer: -3.4

COc1ccccc1CN1C(=O)[C@H]2Cc3c([nH]c4ccccc34)C(C)(C)N2C1=O
  BRCA1 expr act: -8.1%; Giardia killer: ?

CC(=O)C1(O)C(C)CC2C3CC(F)C4(O)CC(O)CCC4(C)C3CCC21C (centres undefined)
  BRCA1 expr act: -7.1%; Giardia killer: 16.5

O=C(CN1C(=O)c2ccccc2C1=O)NC(Cc1ccccc1)C(=O)O (centres undefined)
  BRCA1 expr act: 29.2%; Giardia killer: -29.0

O=S(=O)(NC1CC1)c1ccc(Br)cc1N1CCC[C@H]1CO
  BRCA1 expr act: -6.5%; Giardia killer: -16.4

A different layout for 16 compounds above.
Value order: BRCA1 expr act | Giardia killer
> O=C(Nc1nnc(-c2ccc(Cl)s2)o1)C1CCCCC1
    39.3% | -8.3
> O=c1[nH]cc(CN2CCOCC2)c(=O)[nH]1
    0.1% | -13.5
> NC1=C(Cl)C(=O)c2ccccc2C1=O
    -93.5% | -25.5
> S=C(NCCCc1cnc[nH]1)NCCCN(Cc1ccc(Cl)cc1)c1ncc(Br)cn1
    0.3% | 9.4
> Cc1cc(O)c(C(C)C)cc1N=Cc1ccc(N(C)C)cc1
    -16.1% | 4.5
> Oc1ccc(Cl)cc1C1C=C(c2ccc3c(c2)OCO3)NC(c2ccc(Cl)cc2)N1 (centres undefined)
    -5.1% | -20.4
> O=C(CCc1nc(-c2ccc(Cl)cc2)no1)OCc1ccc(Br)cc1
    -11.7% | -1.1
> COc1cc(NS(=O)(=O)c2ccc(N/C=C\C(=O)c3ccc(C)cc3)cc2)nc(OC)n1
    40.8% | 4.3
> COc1cc2c3c(n(C)c(=O)c2cc1OC)-c1cc2c(cc1C3=O)OCO2
    -60.0% | -15.9
> N#Cc1nc(N2CCCC2)nc(N(c2ccccc2)c2ccccc2)n1
    1.9% | -2.1
> CCCCCCC1(C)NC(c2ccc3c(c2)OCO3)=CC(c2cc(Br)ccc2O)N1 (centres undefined)
    1.9% | 3.9
> COc1ccc(CN2C(=O)[C@@H]3Cc4c([nH]c5ccccc45)C(C)(C)N3C2=O)cc1
    -47.2% | 5.9
> O=C(Nc1ccc(Cl)cn1)c1ccc(-c2ccc(Cl)c(Cl)c2)o1
    -74.5% | -15.6
> COc1ccccc1/C=N/NC(=O)c1nnn(-c2nonc2N)c1-c1ccccc1
    -27.5% | -10.1
> COc1cccc2c1C(=N)c1c(O)c3c(c(O)c1C2=O)CC(O)(C(C)=O)CC3OC1CC(N)C(O)C(C)O1 (centres undefined)
    -91.7% | -3.4
> COc1ccccc1CN1C(=O)[C@H]2Cc3c([nH]c4ccccc34)C(C)(C)N2C1=O
    -8.1% | ?

Continued.
O=C(C1CC1)N1CCc2cc(Br)c(S(=O)(=O)N3CCCCCC3)cc21
  BRCA1 expr act: -41.0%; Giardia killer: -11.9

COc1ccc(-c2csc(C(C#N)=C(O)CSc3nccn3C)n2)cc1OC
  BRCA1 expr act: -31.8%; Giardia killer: 17.7

Cc1nc(C2CCCCC2)c(-c2ccccc2)c(N2CCOC2=O)c1C
  BRCA1 expr act: 0.0%; Giardia killer: 33.9[activator]

c1ccc(-c2ccc3c(n2)CCCO3)cc1
  BRCA1 expr act: 0.0%; Giardia killer: 10.8

O=C1CCC[C@@H]2C[C@@]3(C[C@@H]4CCN1[C@H]24)Nc1cc(Cl)ccc1NC3=NCc1ccccc1
  BRCA1 expr act: 3.6%; Giardia killer: 12.7

C#CCNC(=O)C1=C[C@H](c2ccc(C#C)cc2)C[C@H](OCc2ccc(CO)cc2)O1
  BRCA1 expr act: 2.0%; Giardia killer: 23.8

COc1ccc(Cl)cc1NC(=O)CN1CCN(C(=O)N2CCOCC2)CC1
  BRCA1 expr act: 3.5%; Giardia killer: 1.1

CC1(C(=O)OCC(=O)Nc2cc(S(=O)(=O)N3CCOCC3)ccc2Cl)CC1(Cl)Cl (centres undefined)
  BRCA1 expr act: -12.9%; Giardia killer: -0.2

O=C1OCCC1Sc1nnc2c(n1)[nH]c1ccccc12 (centres undefined)
  BRCA1 expr act: 1.7%; Giardia killer: 8.9

O=C1c2cc(S(=O)(=O)N(CCO)CCO)ccc2-c2ccc(S(=O)(=O)N(CCO)CCO)cc21
  BRCA1 expr act: -1.7%; Giardia killer: -9.4

CC1(C)CC(=O)C2=C(C1)N(c1ccccc1)C(=O)C(C(=O)OCc1ccccc1)C2 (centres undefined)
  BRCA1 expr act: 0.0%; Giardia killer: 5.1

CCC1CCCCN1Cc1nc2c(c(=O)n(C)c(=O)n2C)n1Cc1c(F)cccc1Cl (centres undefined)
  BRCA1 expr act: 4.0%; Giardia killer: -0.7

CC(C)(C)CC(C)(C)SSc1n[nH]c(=S)s1
  BRCA1 expr act: -38.9%; Giardia killer: -1.6

Cc1cccc2c1CCCC2=O
  BRCA1 expr act: 26.8%; Giardia killer: -2.8

COc1cc(/C=C/C(C)=NNc2ccccc2)ccc1O
  BRCA1 expr act: -13.8%; Giardia killer: 8.9

COCCN(C(=O)CSc1nnc(-c2ccncc2)n1C)c1c(N)n(CC(C)C)c(=O)[nH]c1=O
  BRCA1 expr act: 0.7%; Giardia killer: ?

Cc1cccc(C(=O)NC(C)c2ccc(-n3ccnc3)cc2)c1C (centres undefined)
  BRCA1 expr act: 0.0%; Giardia killer: 24.2

COc1ccc(S(=O)(=O)N2CCN(Cc3cc4c(cc3Br)OCCO4)CC2)cc1
  BRCA1 expr act: -35.1%; Giardia killer: -11.5

COc1ccc(OC(C)C(=O)NC2CCCCCCC2)cc1 (centres undefined)
  BRCA1 expr act: -0.9%; Giardia killer: -6.9

CN(C)CCCn1c2c3ccccc3ccc2c2oc(=O)c3ccccc3c21
  BRCA1 expr act: -97.6%&-62.5%[inhibitor]; Giardia killer: -2.7

CC1=CC(=O)[C@@H](OC(=O)Nc2ccc(C)cc2)[C@@H](c2ccccc2Br)N1C
  BRCA1 expr act: -4.6%; Giardia killer: -2.9

COCOc1ccc(/C=C/C(=O)c2c(OCOC)cc(OCOC)c(CC=C(C)C)c2O)cc1OCOC
  BRCA1 expr act: -17.1%; Giardia killer: -6.4

O=c1cc(Br)c(O)c(Br)cc1Br
  BRCA1 expr act: -53.5%; Giardia killer: -8.9

CCCOc1ccc(C(=O)OCCN2CCCCC2)c(O)c1
  BRCA1 expr act: 8.3%; Giardia killer: -3.5

O=C(CSc1nnc(-c2ccccc2NC(=O)c2ccccc2)o1)OC1CCCCC1
  BRCA1 expr act: -5.9%; Giardia killer: -0.1

O=S(=O)(CC(O)(c1ccccc1)c1ccccc1)CC(O)(c1ccccc1)c1ccccc1
  BRCA1 expr act: -2.5%; Giardia killer: -5.0

CC1=C(C(=O)OCc2ccccc2)C(c2ccccc2OS(=O)(=O)c2ccc(C)cc2)NC(=O)N1CCCC(=O)O (centres undefined)
  BRCA1 expr act: -3.7%; Giardia killer: -18.5

Nc1c(Cl)cc(N=Nc2ccccc2)cc1Cl
  BRCA1 expr act: -32.2%; Giardia killer: 1.3

Source: PubChem (National Center for Advancing Translational Sciences (NCATS))
